MCF10A rerep: induces DNA re-replication in MCF 10a normal breast cells. AID 624296. actives 2.9% (n = 350,000). MCF 10A DNA re-replication, Hoechst nuclear intensity, 48 h. Potency, µM (highest dose often 46.1 µM), without a hit: top-dose activity, positive = re-replication, usual class: activators; further: potency means the concentration at half of the fitted maximal effect; % of control where 0% means no effect; nearly all actives have a fitted effect of over 50% in size
S2 tox: viability counter-screen for ATXN expression inhibitors. S2 cells (HEK-293 line with an ATXN2-luciferase reporter) viability, CellTiter-Fluor protease fluorescence, 24 h. Potency, µM (doses to about 56.7 µM), most hits filed as cytotoxic. actives 0.49% (n = 400,000); further: potency means the concentration at half of the fitted maximal effect; nearly all actives have a fitted effect of over 40% in size
HT1080 IDH1KD tx: HT-1080 IDH1 knockdown cell toxicity (counter line); actives 2% (n = 360,000); HT-1080 IDH1 knockdown viability, ATP luminescence, 48 h; Potency, µM (series often up to 46.1 µM), inactives show at the top dose activity, negative = toxicity, hits mostly cytotoxic;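 further: potency means the concentration at half of the fitted maximal effect; 0% = DMSO wells and -100% = cell-free medium wells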
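Using the IDH1-knockdown HT-1080 line run in the same batch and compound series as the NT line, viability after 48 h at 37 °C was determined by CellTiter-Glo luminescence and expressed as % activity.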
HT1080-NT tox: kills 2HG-producing HT-1080-NT fibrosarcoma cells | HT-1080-NT fibrosarcoma viability, CellTiter-Glo ATP luminescence, 48 h | Potency, µM (series often up to 46.1 µM), without a hit: top-dose activity, negative = less viability, actives largely listed as cytotoxic | actives 1.6% (n = 360,000) | AID 686970;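 further: NT is the 2HG producing partner of a matched IDH1 knockdown line; potency means the concentration at half of the fitted maximal effect; 0% = DMSO-treated cells and -100% = media-only wells without cells; nearly all actives have a fitted effect of over 55% in size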
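Compounds were tested in concentration-response format on HT-1080-NT cells for 48 hours at 37 degrees C. Cell viability came from CellTiter-Glo luminescence; curves were classified by r2, response magnitude and activity.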
KB-V1 MDR tox: kills drug-selected multidrug resistant KB-V1 cells; KB-V1 MDR cells viability, CellTiter-Glo, 72 h; Potency, µM (doses to about 46.1 µM), for inactives: top-dose activity change, negative = cytotoxicity, hits mostly cytotoxic; actives 3.4% (n = 400,000); further: potency means the concentration at half of the fitted maximal effect; on the % scale 0 is the no-effect control and ±100 the full control effect; nearly all actives have a fitted effect of over 60% in size
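Drug-selected KB-V1 cells, grown in DMEM lacking phenol red with 10% FBS, receive compound titrations; after three days at 37 degrees C, surviving cell ATP is quantified by CellTiter-Glo luminescence and responses normalized and curve-fitted.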
ATXN2 expr inh: reduces ATXN2 reporter expression in HEK-293 cells | HEK-293 ATXN2-luciferase reporter, luminescence, 24 h | Potency, µM (top dose mostly 57 µM), without a hit: top-dose activity change, negative = inhibition, hits mostly inhibitors | actives 0.72% (n = 360,000) | AID 1745845; further: potency means the concentration at half of the fitted maximal effect; on the % scale 0 is the no-effect control and ±100 the full control effect; nearly all actives have a fitted effect of over 55% in size
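ATXN2-luciferase reporter cells (luciferase flanked by upstream and downstream ATXN2 gene portions) were treated 24 h at 37 °C with compounds at up to 57 uM. SteadyGlo luminescence gave expression; GF-AFC fluorescence gave viability.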
SW480 rerep: DNA re-replication induction in SW480 cells; SW480 DNA re-replication, Hoechst DNA content imaging, 48 h; Potency, µM (series often up to 46.1 µM), for the others: at the top dose re-replication activation, actives largely listed as activators; actives 1.8% (n = 340,000); AID 624297; further: potency means the concentration at half of the fitted maximal effect; % of control where 0% means no effect; nearly all actives have a fitted effect of over 55% in size
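Quantitative HTS format with DMSO vehicle controls; 48 hr drug incubation at 37 C, then 40 min Hoechst staining and scanning imager measurement at 405 nm excitation.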
IL-1B inflam inh: blocks inflammasome-driven IL-1 beta release | AID 743279 | THP-1 LPS/ATP IL-1B secretion, AlphaLISA, 16 h; hits give low values | actives 4.7% (n = 360,000) | activity change, % at 57.5 µM; in the data active means activity change below about -50%; inconclusive means mostly about -30% to -49%; further: on the % scale 0 is the no-effect control and ±100 the full control effect
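THP-1 cells pretreated 1 hr with compounds (up to 57.5 uM final), then stimulated with LPS (250 ng/mL final) plus ATP (1.25 mM final); secreted IL-1B measured by AlphaLISA after 16 hr, decreased signal indicating inhibition.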
KB-3-1 tox: kills parental KB-3-1 adenocarcinoma cells | actives 1.4% (n = 400,000) | Potency, µM (series often up to 46.1 µM), inactives show at the highest dose activity change, negative = cytotoxic, usual class: cytotoxic | KB-3-1 viability, CellTiter-Glo ATP luminescence, 72 h; further: potency means the concentration at half of the fitted maximal effect; on the % scale 0 is the no-effect control and ±100 the full control effect; nearly all actives have a fitted effect of over 60% in size
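Multi-concentration cytotoxicity screen in KB-3-1 cells grown in DMEM lacking phenol red with 10% FBS. After 72 h at 37 °C with compound, ATP-dependent luminescence was recorded.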
The depositor's hits bear a star; i = inactive; u = inconclusive; x = no result given; [ ] = remark or other dose. Unless noted, the call rests on the fitted dose curve; in most records, active means well fitted curve in the direction sought with a large enough effect; inconclusive means small, poorly fitted or top-dose-only effect, or another doubt; inactive means no such curve, though single readings can be large; an effect the other way counts as inactive or inconclusive.

SMILES | MCF10A rerep | S2 tox | HT1080 IDH1KD tx | HT1080-NT tox | KB-V1 MDR tox | ATXN2 expr inh | SW480 rerep | IL-1B inflam inh | KB-3-1 tox
Cc1nc2c(Cl)cccc2[nH]1 | -6.5% | i | 12.8% | 13.1% | 2.8% | 2.9% | 3.2% | 9.9 | 15.4%
Cc1[nH]c2ccccc2c1/C=N/Nc1nc(N2CCCCC2)nc(N2CCCCC2)n1 | 11.0% | i | -0.2% | -10.3% | u | -0.3% | -5.2% | i | 13.3%
CCOCC(=O)Nc1c(C(=O)Nc2ccccc2OC)oc2ccccc12 | -0.9% | i | -0.9% | 2.3% | 1.84µM* | -3.6% | -4.7% | 1.0 | -18.0%
COc1ccc(S(=O)(=O)N2C[C@@H](O)COC[C@@H]3O[C@H](CC(=O)NCCCN4CCOCC4)CC[C@H]32)cc1 | x | x | 22.4% | 12.4% | -0.9% | x | x | -18.8 | 8.7%
CC(=O)Nc1cccc(-c2nc(-c3ccccc3)no2)c1 | x | u | x | x | 15.6% | 74.0%[activator] | x | x | -25.4%
O=C(Cc1ccc(Cl)cc1)NCc1ccccc1Cl | 9.1% | i | -2.0% | -4.1% | u | 20.4% | 11.9% | -12.3 | -6.7%
COc1cc2c(cc1OC)C(c1ccccc1)N(C(=O)C(C)(C)C)CC2 (stereo not given) | 16.8% | i | -0.2% | 2.5% | 3.9% | 6.5% | 13.4% | -4.5 | -0.3%
CCN(CCCNC(=O)CCCn1c(=O)[nH]c2ccccc2c1=O)c1cccc(C)c1 | -2.9% | i | -9.3% | -8.0% | -0.4% | -4.8% | 2.7% | u | 4.0%
COc1ccc2nc(SCc3ccccc3C)nc(C)c2c1 | 0.0% | i | 3.7% | -3.1% | 14.6µM* | 53.5%[activator] | 11.4% | -5.9 | -17.5%
Cc1cc(N2C(=O)C(O)=C(C(=O)c3ccco3)C2c2cccc(Cl)c2)no1 (stereo not given) | -1.0% | i | -0.9% | 6.4% | 3.4% | x | 0.2% | 17.3 | -9.6%
CN(C)S(=O)(=O)c1ccc(NC(=O)N2CCOCC2)cc1 | -8.0% | i | 13.2% | 13.6% | u | 4.1% | -0.9% | 47.4 | 16.6%
N#Cc1nc(Cc2cccc3ccccc23)oc1NCCCN1CCOCC1 | 6.5% | i | u | -27.4% | u | -3.1% | -0.9% | -5.6 | 25.9%
CC1(C)CC(=O)C=C(Nc2ccc(Br)cn2)C1 | -1.8% | i | 4.3% | 10.4% | 0.5% | -4.2% | -2.9% | 0.0 | 1.2%
COc1ccc(CCNC(=O)CCS(=O)(=O)c2ccc3c(c2)CCN3C(C)=O)cc1OC | 11.6% | i | 4.9% | 5.1% | 16.0% | 1.6% | -3.7% | 14.8 | -1.4%
Cc1ccnc(NC(=O)c2cccs2)c1 | 1.7% | i | -14.1% | -19.7% | -0.8% | 17.8% | 18.3% | -4.2 | -23.7%
Cc1ccccc1-n1ccnc1SCC(=O)NC1CCCC1 | 9.6% | i | 0.0% | -0.7% | -20.9% | x | -0.5% | -12.9 | 3.9%
CC(OC(=O)C1CC(=O)N(Cc2ccco2)C1)C(=O)Nc1cccc(C#N)c1 (stereo not given) | -2.2% | i | 12.1% | 16.9% | 10.3% | 9.7% | 5.8µM* | 9.5 | 13.8%
COc1ccc(NC(=O)NNS(=O)(=O)c2cc(C)ccc2C)cc1OC | -15.1% | i | 1.2% | 5.2% | -2.0% | 2.5% | -9.8% | i | 1.2%
CC1CCCC(=NNc2ccc3ccccc3n2)C1 (stereo not given) | 7.7% | i | -1.0% | -2.8% | u | 86.7%[activator] | -3.7% | 30.0 | -1.4%
CN(C)c1ccc(S(=O)(=O)N2CCCCC2)cc1NC(=O)CCNC(=O)c1ccccc1Cl | -1.1% | u | 1.5% | 2.2% | 9.3% | x | 0.3% | -0.3 | -10.3%

Looked up by structure from the entries so far:
SMILES | MCF10A rerep | S2 tox | HT1080 IDH1KD tx | HT1080-NT tox | KB-V1 MDR tox | ATXN2 expr inh | SW480 rerep | IL-1B inflam inh | KB-3-1 tox
Cc1ccccc1-n1ccnc1SCC(=O)NC1CCCC1 | 9.6% | i | 0.0% | -0.7% | -20.9% | x | -0.5% | -12.9 | 3.9%
CC1CCCC(=NNc2ccc3ccccc3n2)C1 (stereo not given) | 7.7% | i | -1.0% | -2.8% | u | 86.7%[activator] | -3.7% | 30.0 | -1.4%

More compounds.
SMILES | MCF10A rerep | S2 tox | HT1080 IDH1KD tx | HT1080-NT tox | KB-V1 MDR tox | ATXN2 expr inh | SW480 rerep | IL-1B inflam inh | KB-3-1 tox
C=C1C(=O)[C@]23C[C@H]1CCC2[C@]1(C)C(=O)CC[C@@](C)(C(=O)O)C1C[C@@H]3O (stereo not given in full) | x | 12.6µM* | 8.2µM* | 6.51µM* | -21.2% | 8.91µM* | x | -109.1* | u
O=C(CCN1C(=O)C2C3CC(C(Br)C3Br)C2C1=O)OCC(=O)c1ccccc1 (stereo not given) | 0.1% | i | 26.8% | 11.9% | 0.0% | -20.4% | 1.0% | 6.4 | 2.2%
COc1ccc(C(=O)OCC(=O)c2ccc3c(c2)NC(=O)CO3)cc1OC | 2.9% | u | 10.6% | 1.9% | u | 8.5% | -6.7% | 5.4 | 17.2%
O=C(CSc1nnc(NC2CCCCC2)s1)Nc1ccc2c(c1)C(=O)c1ccccc1C2=O | 4.5% | u | 8.0% | 9.5% | 7.5% | x | -101.0%[inhibitor] | -29.7 | 0.5%
COc1ccc(NC(=O)C(=O)NCCc2sc(-c3ccc(Cl)cc3)nc2C)cc1 | x | i | x | x | 3.0% | 19.9% | x | x | 5.2%
CCN(CC)S(=O)(=O)c1cccc(C(=O)NCC(c2ccccc2)N(C)C)c1 (stereo not given) | u | i | 1.8% | 2.3% | u | -8.8% | -2.8% | -21.3 | 2.1%
C=CCn1c(C)nnc1SCC(=O)Nc1nccs1 | 5.9% | i | -0.9% | -7.7% | 18.4% | -7.0% | -0.4% | -13.1 | 10.3%
Clc1ccccc1CN(Cc1ccco1)Cc1nnnn1C1CCCC1 | u | i | -11.3% | -3.3% | -24.0% | -21.5% | 13.7% | -1.4 | u
C=CCn1c(SCC(=O)NC(=O)c2cccc([N+](=O)[O-])c2)nnc1-c1ccccc1 | -0.5% | i | -4.3% | -0.3% | -14.4% | -1.5% | -3.8% | -6.7 | 13.2%
Cn1c(N)c(C(=O)c2ccc(Cl)c(S(=O)(=O)N3CCCCCC3)c2)c(=O)n(C)c1=O | 11.1% | i | -0.3% | -0.1% | 0.0% | -7.3% | -16.2% | 9.2 | -8.1%
CCc1cc2c3c(c(=O)oc2cc1O)CCCC3 | 10.3% | i | -23.7% | -22.8% | -7.3% | -12.6% | u | 19.6 | 16.1%
Cc1ccc(OCC(=O)Nc2ccc3c(c2)sc(=O)n3C)cc1 | x | i | x | x | -3.1% | -18.9% | x | x | u
CCCCNC(=O)Nc1nnc(-c2ccc(OCC)cc2)o1 | -7.8% | i | 7.2% | 4.2% | 0.0% | -8.0% | 1.0% | -10.0 | -26.6%
CCOCCCNC(=O)C(c1ccc(OC)cc1)N(Cc1cccs1)C(=O)c1ccccn1 (stereo not given) | 3.6% | i | 0.6% | 11.3% | u | 8.2% | -3.8% | 12.3 | 1.9%
CCOC(=O)c1ccc(NC(=O)CN2C(=O)C(C)(C)c3ccccc32)cc1 | x | u | x | x | u | -34.1% | x | x | 1.6%
FC(F)(F)c1ccc2c(c1)NCC1CCCN21 (stereo not given) | 0.4% | i | -1.8% | -17.0% | -7.3% | -0.7% | -2.6% | -23.0 | -16.1%
O=C(CCN1C(=O)C2(OCCO2)c2ccccc21)c1ccccc1 | u | i | 0.2% | -0.6% | -0.8% | 1.0% | -3.8% | 8.7 | -3.4%
C=CCOc1ccc(CNc2nccs2)cc1OCC | -14.2% | i | -3.2% | 8.5% | 0.6% | 0.4% | -8.7% | -4.7 | 7.7%
O=C1/C(=C/c2ccccn2)SC(=S)N1Cc1ccccc1 | -5.4% | i | -1.8% | u | 2.4% | 5.5% | -1.1%[9.22 µM] | -17.3 | -3.7%
COc1ccccc1NC(=S)NC(=O)/C=C/c1ccco1 | 15.1% | u | 6.3% | 9.0% | -0.3% | 3.8% | -0.6% | -19.6 | -4.3%
CCCCn1cnc2c(SCc3ccc([N+](=O)[O-])cc3)nc(N)nc21 | 2.3% | i | -0.6% | -0.8% | -18.9% | 5.4% | -0.7% | -0.1 | -7.0%
CCc1nn(CC(=O)NCCc2ccc(OC)cc2OC)c(=O)c2cc3c(OC)cccc3n12 | x | i | x | x | -26.7% | 2.5% | x | x | -6.3%
O=C(COC(=O)Cc1c(F)cccc1Cl)NC(=O)c1ccccc1 | 2.0% | u | 10.4% | 3.7% | 6.3% | -5.7% | -4.8% | 0.0 | -0.4%
COc1ccc(NC(=O)C(C2CC2)n2c(=O)c(-c3ccccc3)nc3ccccc32)cc1 (stereo not given) | x | x | 0.1% | 1.1% | -14.4% | x | x | -17.0 | 1.7%
COC(=O)c1ccc(CNC(=O)[C@@H]2CCCN2S(=O)(=O)c2ccccc2F)cc1 | 7.0% | i | -0.6% | -3.8% | -1.3% | -7.1% | u | 5.9 | -25.6%
CCn1ccc(C(=O)Nc2sc3c(c2C(=O)OC)CCC3)n1 | u | i | -14.3% | 0.7% | 0.4% | 11.7% | 23.9% | -17.6 | -3.3%
O=C(CSc1ncc(-c2ccc(F)cc2)n1Cc1ccco1)Nc1ccc2c(c1)OCO2 | u | u | -26.1% | -18.4% | 0.0% | 6.4% | 15.3% | -63.8* | -13.6%
CC(=O)Nc1cc(-c2ccc(N)nc2)cn2c(-c3cccc(C(F)(F)F)c3)cnc12 | x | i | u | u | 2.3% | -21.1% | x | 0.0 | 0.0%
CC1(C)NC(=O)N(CCCCOc2ccc(Cl)cc2)C1=O | 12.8% | i | 1.2% | -4.9% | -4.1% | 1.2% | 6.7% | -20.5 | -0.8%
Cc1[nH]n(-c2ccc([N+](=O)[O-])cc2)c(=O)c1C=NCCN1CCN(C(=O)c2ccc(Br)cc2)CC1 | 14.4% | i | u | u | 0.0% | -26.9% | 1.4% | u | u

Screening results: PubChem BioAssay, National Center for Advancing Translational Sciences (NCATS)
